# HCMV inh = inhibitors of human cytomegalovirus | HFF cells, HCMV-luciferase reporter, 72 h; stronger effect = lower value | activity change, negative = inhibition, % at 57.5 µM | actives 4.5% (n = 410,000); in the data active = activity change below about -60%; inconclusive = no clear call, values can overlap the other calls; inactive = above about -39%; note: % is set by controls: 0 for no effect and ±100 for the full control effect
#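 Screen run at 2 compound doses on HFFs infected with reporter HCMV, MOI 1 PFU/cell. Luciferase activity from cell lysates at 72 h post infection gave inhibition relative to buffer-only and Salinomycin wells.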
# AMA1-RON2 inh = inhibitors of Plasmodium falciparum AMA1-RON2 interaction. AlphaScreen AMA1-biotinylated RON2 peptide binding. Potency, µM (highest dose often 58.2 µM), without a hit: at the top dose activity change, negative = inhibition, most hits filed as inhibitors. actives 0.2% (n = 360,000);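 note: potency is the fitted concentration of half-maximal effect; 0% = vehicle wells and -100% = peptide control; nearly all actives have a fitted effect of over 45% in size; some results filed as inactive show a strong effect at the top dose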
#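 AMA1 (3D7) with his tag at 25 nM final met compounds first, then biotinylated RON2 peptide at 25 nM; detection used donor plus acceptor beads, 10 µg/mL apiece, read by AlphaScreen after 30 min at room temperature.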
# Shiga inhibitor = blocks Shiga toxin action in Vero cells. inhibition, % at 38.7 µM. AID 2315. Vero cells, Shiga toxin protein synthesis inhibition reporter. actives 9.2% (n = 290,000); in the data active = inhibition mostly above about 28%, no sharp cut-off; inactive = mostly below about 43%; note: 0% is about no effect
# CHX counter = counter-screen hit for Shiga toxin inhibitors, cycloheximide; cell reporter, cycloheximide protein synthesis inhibition counterscreen; max response, %; actives 12% (n = 300,000); in the data active = max response mostly above about 13%, no sharp cut-off; inactive = mostly below about 14%; note: read at 38.3 µM for the half of the compounds with a filed dose; 0% is about no effect
# AmpC detergent = inhibitors of E. coli AmpC beta-lactamase with detergent. AmpC hydrolysis of nitrocefin, absorbance 480 nm, 0.01% Triton. Potency, µM (doses to about 114 µM), without a hit: top-dose activity change, negative = inhibition, actives largely listed as inhibitors. actives 0.041% (n = 370,000). AID 485294;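 note: potency is the fitted concentration of half-maximal effect; 0% = no-compound wells and -100% = no-enzyme wells; nearly all actives have a fitted effect of over 25% in size; some results filed as inactive show a strong effect at the top dose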
# Target sequence (P00811 whole entry, looked up): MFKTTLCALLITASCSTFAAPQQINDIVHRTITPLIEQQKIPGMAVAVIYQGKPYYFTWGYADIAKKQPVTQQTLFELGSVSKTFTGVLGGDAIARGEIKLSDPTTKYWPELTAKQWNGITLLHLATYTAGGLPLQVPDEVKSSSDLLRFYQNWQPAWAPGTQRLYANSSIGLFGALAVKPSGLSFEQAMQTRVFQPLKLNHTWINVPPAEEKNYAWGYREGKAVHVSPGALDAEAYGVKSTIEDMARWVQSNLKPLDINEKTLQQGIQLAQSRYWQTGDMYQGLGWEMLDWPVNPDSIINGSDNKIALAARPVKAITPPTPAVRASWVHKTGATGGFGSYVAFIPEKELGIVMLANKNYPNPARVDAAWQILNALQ
#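 AmpC (5.3 nM in the dispensed reagent) in 20 mM phosphate pH 7.0 with 0.01% (detergent screen) or 0.0001% Triton X-100 was preincubated with compounds for 15 min at room temperature. Nitrocefin was then added from an 800 uM solution, and hydrolysis was followed at 480 nm.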
# AmpC no deterg = blocks E. coli AmpC beta-lactamase in detergent-free assay. P00811. AmpC nitrocefin hydrolysis, absorbance 480 nm, 0.0001% Triton. Potency, µM (series often up to 57.1 µM), for the others: top-dose activity change, negative = inhibition, actives largely listed as inhibitors. actives 0.52% (n = 330,000). AID 485341;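 note: potency is the fitted concentration of half-maximal effect; plate controls were no compound for no effect and no enzyme for full effect; nearly all actives have a fitted effect of over 20% in size; some results filed as inactive show a strong effect at the top dose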
#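 20 mM phosphate pH 7.0 + 0.01% (detergent screen) or 0.0001% Triton X-100; 5.3 nM AmpC reagent; cpd preinc 15 min RT; nitrocefin (800 uM stock) to start; A480 q20 s × 4 min; Activity was normalised to no-enzyme and no-compound control wells.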
# FBPA Giardia inh = Giardia lamblia aldolase inhibition; A8B2U2; purified Giardia FBPA; Potency, µM (top dose mostly 59.6 µM), inactives show at the highest dose activity, negative = inhibition, usual class: inhibitors; actives 0.71% (n = 290,000); AID 2451; note: potency is the fitted concentration of half-maximal effect; % is set by controls: 0 for no effect and ±100 for the full control effect; nearly all actives have a fitted effect of over 55% in size
# Target sequence (A8B2U2 whole entry, looked up): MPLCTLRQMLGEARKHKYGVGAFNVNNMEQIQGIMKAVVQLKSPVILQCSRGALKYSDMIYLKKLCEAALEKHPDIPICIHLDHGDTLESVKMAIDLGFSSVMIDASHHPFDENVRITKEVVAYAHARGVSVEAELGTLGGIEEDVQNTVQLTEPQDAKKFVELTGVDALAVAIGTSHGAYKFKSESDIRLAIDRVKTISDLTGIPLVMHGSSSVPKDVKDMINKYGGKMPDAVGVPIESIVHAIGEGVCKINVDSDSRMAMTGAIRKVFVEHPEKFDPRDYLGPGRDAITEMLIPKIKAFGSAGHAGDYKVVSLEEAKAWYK
#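 40 nM FBPA preincubated 10 min at RT with compound (up to 57.5 uM final), then substrate plus GAPDH/TPI/NAD/arsenate coupling and diaphorase/resazurin added. Fluorescence read after 20 min at RT, 525/598 nm.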
# Starred values were filed as active, the others as inactive; ? = inconclusive; · = not tested or not shown; [ ] = dose if it differs, or a comment. Unless noted, calls come from the whole dose curve; as a rule, active = well fitted curve in the direction sought with a large enough effect; inconclusive = small, poorly fitted or top-dose-only effect, or another doubt; inactive = no such curve, though single readings can be large; an effect the other way counts as inactive or inconclusive.
# The first 11 compounds (preview)
SMILES,HCMV inh,AMA1-RON2 inh,Shiga inhibitor,CHX counter,AmpC detergent,AmpC no deterg,FBPA Giardia inh
CC(C)[C@H](NC(=O)[C@H](Cc1ccccc1)n1c(=O)[nH]c2ccccc2c1=O)C(=O)N[C@@H](Cc1ccccc1)C(=O)O,14.5,6.7%,3.9,4.8,12.6%,5.7%,4.9%
COc1ccc(NC(=O)CSc2nnnn2C)cc1,-6.4,-0.2%,19.0,-2.4,-3.4%,-6.6%,1.8%
CNC(=O)c1ccsc1NC(=O)c1ccc(Cl)s1,39.4,12.6%,-4.4,-2.7,-11.3%,-35.0%,-7.0%
Cc1cc(O)c(/C=N/Nc2ccc(Cl)cc2)c(=O)o1,-19.7,-2.3%,-5.2,2.2,?,-38.7%,?
Cc1[nH]c2ccccc2c1C(c1ccccn1)c1c(C)[nH]c2ccccc12,39.0,-4.0%,13.8,11.8,2.2%,34.1%,?
CCCOC(=O)c1ccc(NC(=O)c2cc(=O)[nH]c3ccccc23)cc1,0.0,-0.6%,1.1,-1.7,3.0%,8.3%,2.4%
O=C(c1ccc2nccnc2c1)N1CCCC(N2CCN(c3ccc(F)cc3)CC2)C1 (stereo not drawn),-17.0,-4.9%,-1.2,0.4,-9.9%,49.2%,2.2%
CC12CCC(C(=Nc3ccc(N=C4C(=O)C5(C)CCC4C5(C)C)cc3)C1=O)C2(C)C,·,-4.4%,-3.7,1.2,1.2%,-18.8%,-12.3%
OCCN(Cc1ccccc1)Cc1nc(CC2CC2)no1,0.6,-6.2%,15.3,-0.3,6.0%,-3.4%,-2.7%
O=C(c1ccc(CS(=O)Cc2ccccc2Cl)o1)N1CCN(c2ccccn2)CC1 (stereo not drawn),-13.3,12.6%,-2.8,-1.7,-6.4%,61.5%[activator],3.6%
CCO[C@H]1OC(C(N)=O)=C[C@@H](C)[C@@H]1CCCO,-30.1,8.2%,-13.9,-1.9,3.6%,-1.2%,1.3%

# The whole of this part, from the start:
SMILES,HCMV inh,AMA1-RON2 inh,Shiga inhibitor,CHX counter,AmpC detergent,AmpC no deterg,FBPA Giardia inh
CC(C)[C@H](NC(=O)[C@H](Cc1ccccc1)n1c(=O)[nH]c2ccccc2c1=O)C(=O)N[C@@H](Cc1ccccc1)C(=O)O,14.5,6.7%,3.9,4.8,12.6%,5.7%,4.9%
COc1ccc(NC(=O)CSc2nnnn2C)cc1,-6.4,-0.2%,19.0,-2.4,-3.4%,-6.6%,1.8%
CNC(=O)c1ccsc1NC(=O)c1ccc(Cl)s1,39.4,12.6%,-4.4,-2.7,-11.3%,-35.0%,-7.0%
Cc1cc(O)c(/C=N/Nc2ccc(Cl)cc2)c(=O)o1,-19.7,-2.3%,-5.2,2.2,?,-38.7%,?
Cc1[nH]c2ccccc2c1C(c1ccccn1)c1c(C)[nH]c2ccccc12,39.0,-4.0%,13.8,11.8,2.2%,34.1%,?
CCCOC(=O)c1ccc(NC(=O)c2cc(=O)[nH]c3ccccc23)cc1,0.0,-0.6%,1.1,-1.7,3.0%,8.3%,2.4%
O=C(c1ccc2nccnc2c1)N1CCCC(N2CCN(c3ccc(F)cc3)CC2)C1 (stereo not drawn),-17.0,-4.9%,-1.2,0.4,-9.9%,49.2%,2.2%
CC12CCC(C(=Nc3ccc(N=C4C(=O)C5(C)CCC4C5(C)C)cc3)C1=O)C2(C)C,·,-4.4%,-3.7,1.2,1.2%,-18.8%,-12.3%
OCCN(Cc1ccccc1)Cc1nc(CC2CC2)no1,0.6,-6.2%,15.3,-0.3,6.0%,-3.4%,-2.7%
O=C(c1ccc(CS(=O)Cc2ccccc2Cl)o1)N1CCN(c2ccccn2)CC1 (stereo not drawn),-13.3,12.6%,-2.8,-1.7,-6.4%,61.5%[activator],3.6%
CCO[C@H]1OC(C(N)=O)=C[C@@H](C)[C@@H]1CCCO,-30.1,8.2%,-13.9,-1.9,3.6%,-1.2%,1.3%
COc1ccc(COC(=O)c2ccc(C)c(S(=O)(=O)N3CCOCC3)c2)cc1F,-29.9,12.4%,·,·,-3.3%,47.1%,·
O=C(CCc1nnc(Cc2cccc(C(F)(F)F)c2)o1)NCC(F)(F)F,25.2,15.0%,16.5,1.4,-11.8%,6.1%,4.0%
Cc1nc(SCC(=O)c2cccs2)c2oc3ccccc3c2n1,12.3,16.8%,135.8*,55.6*,-5.8%,96.9%[activator],2.3%
O=C(CSc1nnc(-c2cccnc2)n1Cc1ccco1)c1ccccc1,-36.8,-6.6%,21.1,11.7,-7.4%,-4.9%,-7.9%
CCOC(=O)C1CCCN(C(=O)CS(=O)(=O)Cc2ccccc2)C1 (stereo not drawn),-22.0,3.1%,11.5,-2.3,?,-38.0%,4.6%
CC(C)(Oc1ccc(Cl)cc1)C(=O)NCc1ccc(S(N)(=O)=O)cc1,-33.1,-6.9%,-3.8,-3.9,-11.3%,-15.9%,2.6%
CC(=O)c1sc(NC(=O)c2ccccc2C)nc1C,-4.4,-14.5%,51.4,47.1*,7.8%,-25.5%,3.9%
COCCCNC(=S)N1CCC(C(=O)c2ccc(Cl)cc2)CC1,-17.9,35.5%[activator],-12.5,-3.2,?,55.0%,2.7%
CCn1c(SCc2nc3ccccc3[nH]2)nnc1-c1ccncc1,15.2,0.4%,-7.2,-1.7,-1.7%,-15.6%,-24.0%
Cc1c(C)c2ccc(OCC(=O)N[C@@H](Cc3c[nH]c4ccccc34)C(=O)O)cc2oc1=O,19.2,2.2%,23.2,-1.5,1.8%,-37.5%,-5.7%
CCc1cc(OCCN2C(=O)NC(C)(C)C2=O)ccc1Cl,-14.6,-4.8%,-4.5,-2.9,-7.8%,31.7%,-6.5%
O=C(Nc1ccc(Cl)c(Cl)c1)OCCNC(=O)c1cccc(Cl)c1,-6.0,1.5%,-7.8,-4.2,-0.2%,-29.8%,-10.1%
NC(=O)C1=C[C@@H](c2ccc(Br)cc2)C[C@@H](OCc2ccc(CO)cc2)O1,-10.8,7.0%,-3.8,1.5,8.9%,78.9%[activator],-12.3%
CCOc1ccccc1NC(=O)c1oc2ccccc2c1NC(=O)C1CC1,-15.3,19.9%,0.9,4.0,3.9%,-15.6%,·
COCCCNC(=S)NNC(=O)c1ccccc1Br,-13.7,46.1%[activator],14.9,6.4,-0.9%,-21.2%,-0.1%
Cc1cc(=O)n(Cc2ccccc2)c(O)c1C#N,-7.2,-6.1%,·,1.3,?,-47.7%,?
CC(NC(=O)c1cccc(S(=O)(=O)N2CCN(C)CC2)c1)c1ccc(Cl)cc1Cl (stereo not drawn),-34.2,2.7%,·,·,-19.4%,143.4%[activator],·
CCOC(=O)c1sc2c(c1C)c(=O)n(Cc1ccccc1)c(=O)n2CCN(C)C,?,-10.4%,-3.2,-2.3,-13.6%,142.5%[activator],3.1%
COc1ccc(C(O)P(=O)(OCCC(C)C)c2ccc(N(C)C)cc2)cc1OC (stereo not drawn),10.6,-1.1%,-4.9,-2.9,5.0%,97.5%[activator],3.6%
O=C(NC1CCCCC1)c1sc(=S)n2c1[nH]c(=O)c1ccccc12,-30.2,13.1%,-1.3,1.4,-14.4%,-30.4%,-4.0%
O=C(N/N=C/c1cc(Cl)ccc1O)c1cccnc1,?,-8.8%,25.2,13.0*,-11.4%,-14.4%,?
Cc1ccc(C)c(N(CC(=O)NCCC2=CCCCC2)S(C)(=O)=O)c1,-6.5,-11.7%,-13.4,-5.1,?,19.9%,-0.2%
COc1ccc(N2CCN(c3oc(Cc4ccccc4)nc3C#N)CC2)cc1,-33.9,16.8µM*,-21.8,-4.0,3.4%,-12.0%,0.9%
COc1ccc(S(=O)(=O)N2CCOC2CNC(=O)C(=O)NCCN(C)C)cc1 (stereo not drawn),-35.9,4.0%,-15.3,-0.9,-8.3%,6.5%,·
COc1ccc(CNC(=O)CCNC(=O)N2CCn3c2nc2ccccc23)cc1,?,-5.5%,-0.2,-5.6,-12.7%,27.3%,-11.2%
CCCn1c(SCC(=O)c2c(N)n(C3CC3)c(=O)[nH]c2=O)nnc1-c1ccncc1,0.0,-2.2%,·,·,1.7%,-18.1%,·
COc1cccc(-n2cc(CNCc3cn(C)nc3-c3ccccc3F)cn2)c1,7.7,5.6%,-3.4,-0.7,-7.6%,9.8%,-0.3%
CNC(=S)N(Cc1ccc(OC)cc1)Cc1cc2ccc(C)cc2[nH]c1=O,-38.3,-9.8%,-7.6,-4.4,-0.3%,54.3%,6.5%
O=C(CN(Cc1ccco1)C(=O)CNS(=O)(=O)c1ccc(Cl)cc1)NC1CCCCC1,-14.9,-7.2%,-7.4,-4.3,?,12.2%,7.0%
COc1ccc(C2C(C(N)=O)=C(C)Nc3ncnn32)cc1 (stereo not drawn),5.6,17.0%,37.8,22.2*,-17.3%,-21.1%,3.2%
COc1cc(/C=C(\C#N)C(=O)Nc2cc(C(F)(F)F)ccc2Cl)ccc1OCC(=O)Nc1cccc(C(F)(F)F)c1,-2.0,-10.1%[11.6 µM],-16.5,-1.6,-1.3%,-43.6%,-2.0%
O=C(Nc1nccs1)c1cc(Cl)nc2ccccc12,49.5,32.1%[activator],-2.3,-1.2,-5.5%,-26.3%,-0.3%
COc1ccc2[nH]c3c(=O)n(Cc4ccc(C(=O)N5CCCCCC5)cc4)c(=S)[nH]c3c2c1,29.5,107.8%[activator],14.1,-7.1,5.8%,-30.6%,1.2%
CC(C)CN1C(=O)/C(=C/c2c(N3CCc4ccccc4C3)nc3ccccn3c2=O)SC1=S,·,·,38.4,10.0,5.0%,-22.0%,-2.1%
COC(=O)c1c(C(C)=O)cnc2ccc(Br)cc12,-9.2,2.6%,-13.0,-2.0,2.4%,-16.6%,-4.6%
COc1cc(CNc2ccc3[nH]c(=O)[nH]c3c2)ccc1OCc1cccc(C)c1,-66.1*,-0.3%,37.2,21.2*,0.7%,-30.2%,5.4%
CN(C)c1ccc(/C=C2\SC(=O)N(CC(O)Cn3c4ccccc4c4ccccc43)C2=O)cc1 (stereo not drawn),-2.7,-4.7%,-6.6,1.3,-2.1%,-25.7%,3.3%
O=C(Cn1c(CCCO)nc2ccccc21)Nc1ccccc1-c1ccccc1,2.3,9.4%,-4.8,-1.4,1.7%,76.9%[activator],3.9%
Cc1ccc(OCCn2cc(C(=O)O)c3ccccc32)cc1,4.5,-2.2%,44.8,24.2,-1.6%,-27.7%,6.1%
Cc1ccccc1OCC(=O)Nc1cccc(Cl)c1C,6.4,-7.7%,8.8,7.9,-6.4%,5.8%,7.2%
CCN(CC)Cc1cc(C(=O)O)c(C)o1,-24.7,14.0%,53.3*,13.4*,-12.6%,-14.5%,2.2%

# Two successive compounds from above:
SMILES,HCMV inh,AMA1-RON2 inh,Shiga inhibitor,CHX counter,AmpC detergent,AmpC no deterg,FBPA Giardia inh
Cc1ccccc1OCC(=O)Nc1cccc(Cl)c1C,6.4,-7.7%,8.8,7.9,-6.4%,5.8%,7.2%
CCN(CC)Cc1cc(C(=O)O)c(C)o1,-24.7,14.0%,53.3*,13.4*,-12.6%,-14.5%,2.2%

# Outcome played no part in choosing rows; 16% or so of the library scored in one or more.
